Screening results (PubChem BioAssay)
pPAFAH FP inh = pPAFAH enzyme inhibitors, primary screen, biochemical, fluorescence polarization, human; AID 463082, 2010; hit rate 1.5% among 330,000; inhibition, % at 3.39 µM; recombinant pPAFAH, FP-rhodamine probe fluorescence polarization;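 active = inhibition above the mean inhibition across the screen plus 3 SD, cut at about 25% in these data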;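 also: inhibitors block binding of the rhodamine activity-based probe so polarization drops; 0% = enzyme with DMSO and 100% = wells lacking pPAFAH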
Target sequence (Q13093 whole entry, looked up): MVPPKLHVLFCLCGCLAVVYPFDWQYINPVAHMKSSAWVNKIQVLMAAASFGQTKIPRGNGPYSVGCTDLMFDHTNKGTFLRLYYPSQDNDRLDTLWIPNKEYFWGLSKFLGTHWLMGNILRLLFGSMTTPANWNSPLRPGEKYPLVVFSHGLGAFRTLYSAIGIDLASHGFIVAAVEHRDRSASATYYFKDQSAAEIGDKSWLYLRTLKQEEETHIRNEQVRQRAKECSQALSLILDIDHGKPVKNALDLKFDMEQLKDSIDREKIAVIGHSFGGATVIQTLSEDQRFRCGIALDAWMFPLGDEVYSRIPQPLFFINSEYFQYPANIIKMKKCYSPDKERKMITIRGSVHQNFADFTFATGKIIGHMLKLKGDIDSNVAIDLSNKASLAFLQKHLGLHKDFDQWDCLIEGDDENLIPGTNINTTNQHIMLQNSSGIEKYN
PAD4 inh = human PAD4 inhibitors, primary screen, biochemical, fluorescence polarization, 1536-well format. Protein-arginine deiminase type-4 (Homo sapiens), Q9UM07. recombinant PAD4, RCA probe fluorescence polarization. inhibition, % at 6.36 µM. hit rate 0.41% among 330,000;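 active = percent inhibition above a cutoff equal to the mean of all tested compounds plus 3 SD, cut at about 15% in these data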;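 also: 0% = PAD4 with RCA probe and DMSO and 100% = probe without PAD4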
GSTO1 counter = inhibitors of recombinant GSTO1, primary screen, counter-screen for RBBP9 inhibitor project, biochemical, fluorescence polarization | activity-based probe fluorescence polarization | hit rate 1.1% among 300,000 | Glutathione S-transferase omega-1 (Homo sapiens), P78417 | inhibition, % at 5.96 µM;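 active = inhibition above the campaign mean inhibition plus 3 SD, cut at about 35% in these data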;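 also: 0% = GSTO1-1 with DMSO and 100% = wells lacking GSTO1-1 enzyme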
PAFAH1B3 inh = PAFAH1B3 enzyme inhibitors, primary screen, biochemical, fluorescence polarization, human. hit rate 0.28% among 340,000. recombinant PAFAH1B3, FP-rhodamine probe. inhibition, % at 3.39 µM. Platelet-activating factor acetylhydrolase IB subunit alpha1 (Homo sapiens), Q15102;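 active = inhibition above the screen-wide average of all tested compounds plus 3 SD, cut at about 25% in these data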;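 also: 0% = enzyme with DMSO only and 100% = wells lacking PAFAH1B3 protein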
Target sequence (Q15102 whole entry, looked up): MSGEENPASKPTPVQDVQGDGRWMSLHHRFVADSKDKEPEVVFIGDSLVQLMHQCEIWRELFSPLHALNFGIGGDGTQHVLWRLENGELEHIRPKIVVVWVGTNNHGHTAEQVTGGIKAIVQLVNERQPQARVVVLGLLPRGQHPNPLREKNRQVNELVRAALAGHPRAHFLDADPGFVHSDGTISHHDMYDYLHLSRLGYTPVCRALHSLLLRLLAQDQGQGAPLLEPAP
LYPLA1 inh = LYPLA1 inhibitors, primary screen, counter-screen for PME1 inhibitor project, biochemical, fluorescence polarization, FP-Rh probe ABPP | Acyl-protein thioesterase 1 (Homo sapiens), O75608 | recombinant LYPLA1 | inhibition, % at 5.9 µM | hit rate 0.16% among 320,000;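 active = inhibition above the mean of all tested compounds plus 3 SD, set per campaign, cut at about 14% in these data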;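 also: inhibitors block serine hydrolase probe labeling of LYPLA1 so polarization falls; 0% = enzyme with DMSO and 100% = wells lacking LYPLA1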
PAFAH1B2 inh = PAFAH1B2 enzyme inhibitors, primary screen, biochemical, fluorescence polarization, human; Platelet-activating factor acetylhydrolase IB subunit alpha2 (Homo sapiens), P68402; recombinant PAFAH1B2, FP-rhodamine activity probe; inhibition, % at 3.39 µM; hit rate 1.2% among 340,000;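 active = inhibition above the mean of all tested compounds plus 3 SD, cut at about 24% in these data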;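 also: 0% = enzyme with DMSO and 100% = wells lacking PAFAH1B2; many of its hits are not listed in these tables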
PME-1 inh = PME-1 inhibitors via competitive probe labeling, primary screen, biochemical, fluorescence polarization, FP-Rh probe, HTS; inhibition, % at 5.9 µM; Protein phosphatase methylesterase 1 (Homo sapiens), Q9Y570; hit rate 0.53% among 320,000; recombinant PME-1;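 active = inhibition above the campaign mean of all compounds plus 3 SD, cut at about 26% in these data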;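 also: competitive labeling of PME-1 active site by serine hydrolase directed probe; 0% = PME-1 with DMSO and 100% = wells lacking PME-1 enzyme; inhibitors block probe labeling so polarization falls and inhibition rises; many of its hits are not listed in these tables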
LYPLA2 inh = LYPLA2 inhibitors, primary screen, counter-screen for PME1 inhibitor project, biochemical, fluorescence polarization, FP-Rh probe ABPP. hit rate 0.38% among 320,000. Acyl-protein thioesterase 2 (Homo sapiens), O95372. recombinant LYPLA2. AID 2177, 2009. inhibition, % at 5.9 µM;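 active = inhibition above the screen-wide mean plus 3 SD, limit set per campaign, cut at about 26% in these data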;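 also: 0% = LYPLA2 with DMSO and 100% = wells lacking LYPLA2 enzyme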
Target sequence (O95372 whole entry, looked up): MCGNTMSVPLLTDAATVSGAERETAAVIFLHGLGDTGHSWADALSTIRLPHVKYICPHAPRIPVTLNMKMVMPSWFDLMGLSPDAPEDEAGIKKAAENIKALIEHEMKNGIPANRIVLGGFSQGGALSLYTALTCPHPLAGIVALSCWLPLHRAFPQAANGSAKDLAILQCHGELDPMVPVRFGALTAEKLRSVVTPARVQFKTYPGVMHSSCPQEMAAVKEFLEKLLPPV
PREPL inhibitor = PREPL enzyme inhibitors, primary screen, biochemical, fluorescence polarization. Prolyl endopeptidase-like (Homo sapiens), Q4J6C6. recombinant PREPL, fluorescence polarization activity-based probe. inhibition, % at 5.96 µM. hit rate 0.68% among 320,000. AID 2751, 2010; in the data active = inhibition above about 43%;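 also: 0% = enzyme with DMSO and 100% = wells lacking enzyme; many of its hits are not listed in these tables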
* marks the source's active call; other numbers are inactive results; x = not tested or not shown.

smiles | PAD4 inh | PAFAH1B3 inh | PREPL inhibitor | LYPLA1 inh | pPAFAH FP inh | PME-1 inh | PAFAH1B2 inh | LYPLA2 inh | GSTO1 counter
COc1ccc(CN(C)C(=O)C2CCN(C(=O)Nc3ccccc3)CC2)cc1OC | 2 | 5 | 5 | 0 | -3 | 1 | 2 | -4 | x
COc1ccc(N2C(=O)CC(Sc3nc(C)c4c(n3)CCCC4)C2=O)cc1 (centres undefined) | -7 | 11 | -1 | 4 | 0 | 3 | 2 | -4 | 2
CCN(c1ccccc1)S(=O)(=O)c1ccc(N)c(OC)c1 | -5 | 4 | 0 | -1 | 2 | -1 | 8 | -1 | -2
CNC(=O)NC(=O)COC(=O)CCCOc1ccc(OC)cc1 | -6 | 12 | 4 | 0 | 3 | 1 | 1 | 4 | -4
O=C(CSc1nnc(NC(=O)C2CC2)s1)NCc1ccco1 | -9 | 4 | -2 | 0 | 0 | -5 | 4 | -2 | 3
CCn1c(SCC(=O)c2cc(OC)ccc2OC)nnc1-c1ccncc1 | -1 | 3 | 6 | 1 | 5 | 1 | -3 | 8 | 5
COc1cc(C(=O)N2CCN(C(=O)C(Cc3cc(C)ccc3C)NC(C)=O)CC2)cc(OC)c1OC (centres undefined) | -1 | 8 | 3 | -3 | 4 | 1 | 1 | 1 | 2
Cc1cc(NC(=O)COC(=O)C2CC(=O)N(c3ccc(Cl)cc3)C2)no1 (centres undefined) | -2 | 6 | -5 | 0 | 4 | -1 | 1 | -6 | 2
N/C(=N\OC(=O)c1cc(-c2ccccc2)nc2ccccc12)c1ccc(Cl)cc1 | -3 | 3 | 2 | 2 | 4 | 2 | 2 | 1 | 3
COc1cccc(OC)c1-c1nn2c(-c3ccccc3Cl)nnc2s1 | -1 | 8 | 2 | -6 | 5 | 6 | -1 | 4 | -18
Cc1noc(C)c1-c1nc(CSc2ccccc2)no1 | -3 | -3 | -3 | 5 | -3 | -7 | 6 | -5 | 3
Cc1cc(C(=O)NCCCOC(C)C)c2ccccc2n1 | 2 | 2 | 15 | 0 | 2 | -5 | 10 | 4 | 1
Cc1ccc(N(CC(=O)NC(C)(C)C)C(=O)CNC(=O)c2cccs2)cc1 | 6 | 11 | 11 | 1 | 1 | -4 | 0 | 6 | 18
OCCNC(=S)NCc1ccccc1 | 2 | x | -13 | -1 | 1 | 1 | x | -1 | -1
CCn1cnc2c1c(=O)n(CC(=O)NCC(F)(F)F)c(=O)n2Cc1ccccc1 | 3 | 2 | 1 | -3 | 1 | -6 | 1 | -8 | -2
O=C(Oc1ccccc1Cl)c1ccc(-n2cncn2)nc1 | 4 | 7 | 8 | -3 | 5 | -10 | 5 | -4 | -1
O=C(Cn1nc(-c2cccc(Cl)c2)ccc1=O)Nc1ccc(C(=O)NC2CC2)cc1 | -3 | 8 | -36 | -6 | 1 | -15 | 2 | -8 | -5
COc1cccc2cc(C(=O)NCc3ccccc3)c(=N)oc12 | 3 | 8 | 1 | -1 | 8 | -4 | 0 | -8 | 2
COc1cccc(CCNC(=O)CC2C(=O)NCCN2CC(C)(C)C)c1 (centres undefined) | -6 | 2 | 5 | -6 | -10 | -8 | 5 | -13 | -3
COc1ccc(C(=O)NCc2csc(C)n2)cc1OC1CCN(C(C)=O)CC1 | 3 | -11 | 1 | 1 | -2 | 1 | -3 | 1 | 4
O=C(COC(=O)c1ccc([N+](=O)[O-])s1)NNC(=O)c1ccccc1 | 12 | 36* | 22 | x | 22 | x | 10 | x | x
CCOc1ccc(-c2nnn(CC(=O)N3CCN(c4ccc(OC)cc4)CC3)n2)cc1OCC | -2 | 1 | 11 | 1 | 4 | -6 | 6 | 5 | 7
Cc1ccccc1C(=O)Nc1ccnc(-c2ccncc2)n1 | -2 | 5 | 15 | 4 | 5 | 1 | 7 | 1 | 6
OCC1(Cc2ccccc2)CCN(CCCC2CCCC2)CC1 | -2 | 1 | 13 | 1 | -1 | 1 | 2 | 4 | 6
Cc1ccc2nc(NCc3ccccc3)c(C=NCc3ccccc3)c(=O)n2c1 | 1 | -2 | -2 | 2 | 6 | 5 | -4 | 14 | -5
CCOC(=O)C1=C(C)N=C2SCCC(=O)N2C1c1sccc1C (centres undefined) | -4 | -2 | 19 | -4 | -9 | -6 | 4 | -2 | 6
CC(=O)Nc1ccc2c(c1)C(=O)c1ccccc1C2=O | 2 | 12 | -1 | -1 | 6 | 8 | -1 | 0 | 4
CCN(CC)CC(C)CNC(=O)CC(C(=O)N1CCc2ccccc21)n1ccnc1 (centres undefined) | 3 | -3 | 12 | -1 | -2 | -2 | -2 | 5 | 8
Cc1cccc(NC(=S)NC2CCCC2)n1 | -1 | 14 | 2 | 2 | 3 | -4 | 3 | -3 | 0
C=C1CC2C(CCC3(C)C2CCC3(O)C(C)=O)C2(C)CCC(=O)C=C12 (centres undefined) | 7 | 5 | 0 | 0 | -1 | 12 | 6 | 0 | -9
COCCn1c(SCC(=O)Nc2ccc(Cl)cn2)nc2ccccc21 | -5 | 2 | 7 | 3 | 7 | 0 | 0 | 5 | 2
Cn1c(=O)c2c(SCC(=O)NCCc3ccccc3)nc(C3CC3)nc2n(C)c1=O | 2 | x | -8 | 1 | 0 | -4 | x | -4 | 0
CCCc1cc(=O)[nH]c(SCC(=O)c2c(N)n(C)c(=O)n(C)c2=O)n1 | -2 | 4 | -2 | 1 | 2 | 4 | -1 | -3 | -1
Cc1ccc(NC(=O)N2Cc3ccccc3CC2C(=O)NC(C)(C)C)cc1 (centres undefined) | -1 | -2 | 5 | 0 | 5 | -3 | 8 | 12 | -4
Nc1ccc(C(=O)OCc2ccncc2)cc1[N+](=O)[O-] | -4 | 5 | 17 | 4 | 6 | 2 | 3 | 10 | 7
COc1ccccc1C(NC(C)=O)c1cc(Cl)c2cccnc2c1O (centres undefined) | 3 | 8 | 3 | 1 | 10 | 4 | 1 | 5 | 4
Cc1ccccc1Nc1nc(N)nc(COC(=O)c2cccc(S(=O)(=O)NCc3ccccc3)c2)n1 | -5 | -6 | -4 | -4 | 5 | 15 | 2 | -10 | -1
Cc1cccc(N2CCCn3c2nc2c3c(=O)n(CCN3CCOCC3)c(=O)n2C)c1 | -1 | 17 | 16 | -1 | 2 | 3 | 6 | -3 | -7
CCOc1ccccc1OC(=O)c1ccco1 | 1 | 9 | 4 | 2 | 0 | 4 | 3 | 1 | 9
CC(C)(C)S(=O)(=O)/C(C#N)=N/Nc1ccc(C#N)cc1 | -4 | 4 | -4 | 1 | 12 | -2 | 3 | 0 | 8
COCC(=O)N1CCCC(C(=O)c2ccc(-c3ccccc3)cc2)C1 (centres undefined) | 6 | 0 | 16 | -1 | 7 | 1 | 1 | 4 | 2
CC(C)CN1C2CCCC1CC(NC(=S)NCc1ccco1)C2 (centres undefined) | 0 | 5 | 18 | -3 | -1 | -1 | 2 | 5 | 19
Cc1ccc2nc(SCC(=O)N/N=C/c3ccc(C(=O)O)cc3)cc(C)c2c1 | 1 | 7 | -1 | -3 | 4 | 1 | -4 | 1 | 1
Cc1ccc(S(=O)(=O)N2CCC[C@H]2C(=O)NCc2ccccc2Cl)cc1 | -1 | 3 | 5 | x | -1 | x | 6 | x | x
CCN(CC)S(=O)(=O)c1ccc(C(=O)N2CCN=C2SC)cc1 | -4 | 3 | 0 | 0 | 7 | 3 | -1 | -2 | 5
Cc1ccc(Cl)cc1N1CCN(C(=O)COc2ccc(S(=O)(=O)NC(C)C)cc2)CC1 | 0 | 0 | 9 | -3 | 21 | 3 | 4 | -3 | 2
CCc1ccc(N2CC(C(=O)N3CCCC3)CC2=O)cc1 (centres undefined) | 2 | 2 | 3 | -1 | 4 | 3 | 3 | 7 | -8
Cn1c(SCC(=O)NCC2CCCO2)ncc(C(=O)Nc2ccccc2)c1=O (centres undefined) | 2 | 3 | -8 | -1 | 3 | 1 | 8 | -7 | 7
CCCCN(C(=O)c1ccc([N+](=O)[O-])s1)c1c(N)n(CCCC)c(=O)[nH]c1=O | -4 | 10 | 16 | 0 | -2 | 0 | -1 | -1 | 4
CN(C)c1cccc(C(=O)N/N=C/c2ccoc2)c1 | -2 | -2 | 5 | 1 | 0 | 0 | -2 | 4 | 0
Cc1cc(C)c2c(c1)NC(C(=O)O)C1CC=CC21 (centres undefined) | -2 | 10 | 25 | -1 | 68* | 5 | 19 | 6 | 18
Cc1onc(-c2ccccc2)c1CNC(=O)CN1C(=O)c2ccccc2C1=O | -3 | 6 | 8 | 0 | 3 | 2 | -1 | 3 | -3
Cc1ccc(-c2nnc(-c3ccccc3Br)o2)cc1 | -5 | 4 | 2 | -2 | 8 | -7 | 10 | 7 | 0
C[C@@H](C(=O)NCc1ccccc1)[C@H]1C[C@]1(C)[C@H](NC(=O)OCc1ccccc1)c1ccccc1 | 1 | 12 | 4 | -3 | 5 | 1 | 5 | 2 | 2
O=C(Cn1ccc(=O)[nH]c1=O)NCCO | -6 | 7 | -2 | 4 | 9 | 2 | -1 | 2 | 2
CC(C)[C@H](NC(=O)[C@@H]1Cc2c([nH]c3ccccc23)C2c3ccccc3C(=O)N21)C(=O)NCC1CCCO1 (some centres undefined) | -1 | 8 | -3 | 2 | 7 | -7 | 2 | 9 | -1
COc1ccc(OC)c(C(c2nnnn2CCc2ccccc2)N2CCC(C(N)=O)CC2)c1 (centres undefined) | -5 | -1 | 7 | -2 | -5 | -8 | 6 | -3 | -2
COCCn1c(SCC(=O)NC(=O)NC(C)(C)C)nc2ccccc21 | -4 | 0 | 10 | 2 | -2 | 2 | 4 | 5 | 8
C/C(=N\NC(=O)c1ccc(O)cc1)c1cccc(NC(=O)c2ccc(Cl)cc2)c1 | -5 | -4 | 5 | -7 | 1 | -1 | -8 | -11 | -10
CCNC(=O)COC(=O)c1ccc(-c2nc3ccccc3s2)s1 | 0 | 10 | -13 | -1 | 13 | -3 | 2 | 1 | 4
Clc1ccccc1OCCCCN1CCCC1 | -5 | 6 | 1 | -2 | 3 | 4 | 5 | 1 | 5

Only part of the results is shown. The share of hits here may be higher or lower than overall.
